From PubChem
OX1R antag-1 = antagonists of human orexin 1 receptor (OX1R) | Orexin/Hypocretin receptor type 1 (Homo sapiens), O43613 | OX1R-expressing cells, FRET antagonist read-out | inhibition, % at 6.6 µM | 1.8% of 330,000 active | AID 485270, 2010; in the data active = inhibition mostly above about 38%, no sharp cut-off; inactive = mostly below about 40%;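 note: 0% = agonist challenge alone and 100% = reference antagonist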
Target sequence (O43613 whole entry, looked up): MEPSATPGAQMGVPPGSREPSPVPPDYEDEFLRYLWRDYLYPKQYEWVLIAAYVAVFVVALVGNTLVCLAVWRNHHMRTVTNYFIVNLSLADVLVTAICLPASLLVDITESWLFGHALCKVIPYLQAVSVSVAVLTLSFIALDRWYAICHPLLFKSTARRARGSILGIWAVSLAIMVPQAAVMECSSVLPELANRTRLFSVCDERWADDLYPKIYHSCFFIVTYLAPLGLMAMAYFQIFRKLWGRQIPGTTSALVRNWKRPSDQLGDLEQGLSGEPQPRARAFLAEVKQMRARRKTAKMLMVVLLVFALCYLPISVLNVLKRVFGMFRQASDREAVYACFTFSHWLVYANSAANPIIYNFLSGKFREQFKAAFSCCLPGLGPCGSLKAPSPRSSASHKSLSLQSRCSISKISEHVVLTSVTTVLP
OX1R antag-2 = OX1R (HCRTR1) antagonists, primary screen, fluorescence, CHO/OX1R cells, Fluo-8 calcium, orexin A; Orexin/Hypocretin receptor type 1 (Homo sapiens), O43613; Fluo-8 calcium fluorescence; inhibition, % at 5 µM; 0.43% of 330,000 active; AID 434989, 2010;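 active = inhibition above its plate's threshold, mean inhibition of all tested compounds on the plate plus 3 SD, cut at about 37% in these data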;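 note: 0% = orexin A challenge wells and 100% = SB-334867-A antagonist wells; not every result past the cut was called active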
CHT allo act = CHT positive allosteric modulators, primary screen, cell-based, membrane potential dye, choline EC20. AID 488977, 2010. CHT-expressing cells; active compounds read high; LV-AA mutant CHT in HEK293 cells. B-score at 10 µM. 0.49% of 310,000 active. High affinity choline transporter 1 (Homo sapiens), Q9GZV3;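 active = initial fluorescence not abnormally high and integrated response B-score, plate-corrected, over 3 SD above library mean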
Target sequence (Q9GZV3 whole entry, looked up): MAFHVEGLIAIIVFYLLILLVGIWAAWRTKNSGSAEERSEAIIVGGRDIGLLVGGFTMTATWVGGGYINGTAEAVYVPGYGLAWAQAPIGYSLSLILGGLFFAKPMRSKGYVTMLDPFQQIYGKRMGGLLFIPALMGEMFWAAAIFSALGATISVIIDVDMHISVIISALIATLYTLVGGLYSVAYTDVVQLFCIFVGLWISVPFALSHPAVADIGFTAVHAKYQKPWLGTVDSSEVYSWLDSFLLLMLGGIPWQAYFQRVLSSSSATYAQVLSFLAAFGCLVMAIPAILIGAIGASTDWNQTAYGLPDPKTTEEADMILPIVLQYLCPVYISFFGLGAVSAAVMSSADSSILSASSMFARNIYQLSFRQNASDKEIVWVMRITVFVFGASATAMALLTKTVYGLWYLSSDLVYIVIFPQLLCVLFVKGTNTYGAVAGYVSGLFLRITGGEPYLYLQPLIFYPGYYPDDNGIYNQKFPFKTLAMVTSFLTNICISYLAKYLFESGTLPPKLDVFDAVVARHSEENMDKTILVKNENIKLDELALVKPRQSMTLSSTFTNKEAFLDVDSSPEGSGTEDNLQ
An asterisk follows results filed as active; i = inactive; . = no result given. Compounds as they come; 2.5% or so of the library scored in one or more.

Compound	OX1R antag-2	CHT allo act	OX1R antag-1
Cc1cccc(OCCOC(=O)c2c(-c3ccccc3)noc2C)c1	-20	i	25
O=C(NCC1COc2ccccc2O1)c1ccc(Cl)c(S(=O)(=O)N2CCOCC2)c1 (centres undefined)	13	.	14
CC1=C(C(=O)Nc2ccc(C)cc2C)C(c2ccc([N+](=O)[O-])cc2)n2ncnc2N1 (centres undefined)	5	i	4
O=C(c1ccc(Oc2ccc(C(F)(F)F)cc2[N+](=O)[O-])cc1)N1CCOCC1	-18	i	23
OC(CSc1c(Cl)cccc1Cl)CN1CCN(c2ccc(F)cc2)CC1 (centres undefined)	-28	i	8
CC(=O)Nc1cccc(-c2nnc(-c3ccccc3)o2)c1	-23	i	13
CCCC(=O)Nc1cccc(-c2cn3ccsc3n2)c1	-22	i	21
Cc1[nH]n(-c2ccccc2)c(=O)c1C=Nc1ccc(S(=O)(=O)Nc2nccs2)cc1	0	i	16
Cn1ncc(Cl)c1C(=O)N1CCN(c2ccccc2)CC1	-1	i	21
O=C1CC(c2ccccc2)c2cc(O)ccc2O1 (centres undefined)	0	i	30
Cc1ccccc1CS(=O)(=O)Cc1ccc(C(=O)NCC2CCCO2)o1 (centres undefined)	-14	i	9
O=C1CC(=C(c2ccccc2)c2ccccc2)C(=O)N1CCCN1CCN(c2cccc(Cl)c2)CC1	-35	i	4
CCn1c(/N=C/c2ccccc2O)nc2ccccc21	0	i	10
Cc1ccc(NC(=O)c2ccccc2[N+](=O)[O-])nc1	-10	i	13
CC1(C)N(O)CC(c2cccs2)=[N+]1[O-]	-8	i	5
CN(Cc1ccccc1)c1oc(-c2ccco2)nc1C#N	-22	i	14
O=[N+]([O-])c1ccccc1S(=O)(=O)N1CCN(c2ccccn2)CC1	-16	i	-2
c1ccc(-n2ncc3c(NCc4ccco4)ncnc32)cc1	-3	i	13
Cc1ccc(-c2cc(C)nc3ncnn23)cc1	-7	i	23
O=C(CN1CCCN(Cc2ccc(F)cc2)S1(=O)=O)NC1CCCC1	-4	i	10
Cc1cccc(N2CN(Cc3cccnc3)CNC2=S)c1C	-11	i	4
C=CCn1c(-c2sc3nc(C)cc(C)c3c2N)n[nH]c1=S	-25	i	8
O=C(O)c1ccc(-n2c(-c3cc(-c4ccco4)[nH]n3)n[nH]c2=S)cc1	-13	i	13
O=C(NC1CCN(CC(=O)N(c2ccccc2)c2ccccc2)CC1)c1ccc([N+](=O)[O-])cc1	-6	i	13
OCC1(CC2CCCCO2)CCN(C/C=C/c2ccccc2)CC1 (centres undefined)	-34	i	11
Cc1cccc(OCC(=O)Nc2ccc(C(=O)NCC(C)C)cc2)c1	-19	i	19
CC1CC(C)CN(CCCNC(=O)c2ccc3nc(N4CCCCC4)sc3c2)C1 (centres undefined)	-19	i	13
COc1ccc(Br)c(C(=O)N(C)CC(=O)Nc2ccc(N3CCOCC3)cc2)c1	-11	i	10
COc1ccc(S(=O)(=O)N2CCCCCC2)cc1C(=O)N1CCN(c2ccccc2O)CC1	-32	i	11
CC(C)c1ccccc1NC(=S)NN(Cc1ccccc1)c1ccccc1	-32	i	15

Compound	OX1R antag-2	CHT allo act	OX1R antag-1
CC(C)C(=O)Nc1nc(-c2ccc([N+](=O)[O-])cc2)cs1	4	i	49
O=C(COc1ccccc1Br)Nc1ccccc1C(F)(F)F	-35	i	12
COc1ccccc1N1CCN(C(=O)C(C)N(c2ccc(C)cc2)S(C)(=O)=O)CC1 (centres undefined)	-24	i	19
CCN(CC)CCCNC(=O)C1CCN(c2ncnc3c2sc2cccc(F)c23)CC1	-18	i	31
COc1ccc(CCNC(=O)CSc2nn3c(=O)c(C)nnc3s2)cc1OC	3	i	36
c1cncc(Cc2cc3ccccc3[nH]2)c1	-20	i	4
Cc1nc2c(c(=O)n1CCC(C)C)c1nc3ccccc3nc1n2Cc1ccc2c(c1)OCO2	-17	i	15
COc1ccc(/C=C(/NC(=O)c2ccc([N+](=O)[O-])cc2)C(=O)NCCCN(C)C)cc1	-8	i	26
C/C=C/Cn1c(SCCCc2ccccc2)nc2c1c(=O)[nH]c(=O)n2C	-32	i	4
Cn1nnnc1Sc1ncnc2scc(Br)c12	2	.	6
C#C[C@]1(O)CCC2C3CCC4=CC(=O)CC[C@@H]4C3CC[C@@]21C (some centres undefined)	-6	i	10
O=C(CCSc1ccccc1)NCc1cccnc1	-13	i	22
CC(NC(=O)Nc1ccc(Cl)cc1)C(c1cccs1)N1CCOCC1 (centres undefined)	-28	i	10
COC(=O)c1cccc(NC(=O)CCN2C(=O)C3CC=CCC3C2=O)c1 (centres undefined)	-11	.	3
Cn1c(N)c(C(=O)CSc2nnc(-c3ccccc3F)n2C2CC2)c(=O)n(C)c1=O	-2	i	9
O=C(CNC(=O)c1ccccc1)OCc1cc(=O)n2cc(Br)ccc2n1	-35	i	43
COP(=O)(OC)C(Nc1ccc([N+](=O)[O-])cc1)c1ccccc1 (centres undefined)	-7	i	11
CC(=O)c1cnc2ncnn2c1C	-16	i	9
Cc1ccc(NC(=O)CSc2nnc(CNC(=O)C34CC5CC(CC(C5)C3)C4)n2-c2ccc(F)cc2)cc1	-30	i	-7
Cc1ccc(Cn2nc3c(cc2=O)CCc2ccccc2-3)cc1	-6	i	38
Cc1cc(C(=O)NC2CC(C)(C)Cc3c2cnn3-c2cccc(F)c2)n(C)n1 (centres undefined)	-25	i	17
O=C(N/N=C/C1CCCCC1)c1ccccn1	-10	i	11
CCOC(=O)c1cn2nc(Oc3ccc(C#N)cc3)ccc2n1	-6	i	5
COc1cc(/C=N/N2C(=O)C3C4C=CC(CC4)C3C2=O)ccc1O (centres undefined)	-16	i	5
Cc1ccc2c(c1)nnc1nnc(SCC(=O)O)n12	-9	i	90*
O=C(Cc1ccccc1F)Nc1cccc(S(=O)(=O)N2CCOCC2)c1	4	.	3
CC(C)NC(=S)NC1(C)CCS(=O)(=O)C1 (centres undefined)	-7	i	2
O=C(N/C(=C\c1ccc(Cl)cc1)C(=O)N1CCOCC1)c1ccc([N+](=O)[O-])cc1	-6	i	44
C=CCOc1cccc(C2C(C(=O)c3cccs3)=C(O)C(=O)N2Cc2cccnc2)c1 (centres undefined)	-20	i	5
NNC(=O)CCCCCCCCCCOCCCCO	-22	i	17

Compound	OX1R antag-2	CHT allo act	OX1R antag-1
COC(=O)c1ccccc1NC(=O)CSc1nnc(C(CO)NC(=O)c2ccccc2)n1C (centres undefined)	-4	i	9
CC(=O)Nc1ccc(NC(=O)CCCn2cnc3ccccc3c2=O)cc1	-5	i	-4
O=C(NCc1ccon1)C1CCC(=O)N(CCc2ccc(Cl)cc2)C1 (centres undefined)	-13	i	3
Cc1ccc(C(C)C)c(OCc2nn(CC(=O)c3ccc(Cl)cc3)c3[n+]2CCCCC3)c1	-10	i	16
O=C(NCCCN1CCOCC1)c1sc2cc(F)ccc2c1Cl	-8	i	15
COc1ccc(CCNC(=O)CN(Cc2ccc(Cl)cc2)S(C)(=O)=O)cc1OC	-22	i	7
COc1cccc(C(=O)Nc2cc(C)ccc2NC(=O)COc2ccccc2)c1	-24	i	10
COc1ccc(CNc2nc(-c3cccnc3)nn2C(=O)c2ccco2)cc1	-36	i	4
Cc1ccc(/C=C(/C#N)c2nc(CCN3C(=O)c4ccccc4C3=O)cs2)cc1	-9	i	12
CC(=O)N1CCCc2cc(S(=O)(=O)NCc3ccc(C)cc3)ccc21	-10	i	24
Cc1cc([N+](=O)[O-])ccc1N	-6	i	9
Cc1ccc(NC(=O)COC(=O)Cc2cccs2)c(Br)c1	-7	i	17
O=C(Nc1ccccc1)O/N=C/c1ccccc1Cl	4	i	3
COC(=O)c1c(NC(NC(=O)C(C)C)C(Cl)(Cl)Cl)sc2c1CCCC2 (centres undefined)	-24	i	23
Cc1c(S(=O)(=O)N2CCN(c3ccc(F)cc3)CC2)c(=O)n(C)c(=O)n1C	-12	i	14
Cn1c(=O)c2c(nc(NCc3cccnc3)n2Cc2ccc(Cl)cc2)n(C)c1=O	-32	i	10
N/C(=N\NC(=O)Nc1ccc(Cl)cc1)c1ccccn1	-9	i	4
CN(C(=O)c1ccc(NC(=O)Cc2cccc(NC(=O)C3CCN(C(=O)C4CCC4)CC3)c2)cc1)C1CCCC1	-12	.	1
COCCCNC(=O)CCc1nc(-c2ccccc2Cl)no1	-18	i	7
CCOC(=O)c1cc(NC(=O)Nc2ccccn2)c(C)nc1C	-9	i	12
CC(=O)Nc1ccc(NC(=O)CCN2C(=O)c3ccccc3C2=O)cc1	0	i	2
COC(=O)c1cc(-c2ccc(C)o2)nc2ccccc12	-14	i	31
O=C(Nc1ccnn1C1CCN(Cc2ccn[nH]2)CC1)c1ccccc1	-10	i	1
COc1cc(C=O)ccc1OCCSc1ccc(Cl)cc1	-3	i	10
O=C1CC(C(=O)N2CCN(c3ccccc3O)CC2)CN1Cc1ccccc1 (centres undefined)	-12	i	10
Cc1cc(C)c2cc(C(=O)N3CCC(N4CCCCC4)CC3)[nH]c2c1	-6	i	9
COc1ccc(OC)c(N(CC(=O)NC2CC2)S(=O)(=O)c2ccc(C)cc2)c1	-26	i	23
CN(C)/C=C(/C(=O)c1ccc(Cl)c(Cl)c1)S(C)(=O)=O	-8	i	-10
C=CCN1C(=O)c2ccc(C(=O)N(C)Cc3ccc(C)o3)cc2C1=O	-34	i	19
O=C(CCC1CCCN(C(=O)c2cccs2)C1)N1CCN(c2ccccn2)CC1 (centres undefined)	-23	i	10

Looked up by structure from above, 2 records:
Compound	OX1R antag-2	CHT allo act	OX1R antag-1
Cn1c(=O)c2c(nc(NCc3cccnc3)n2Cc2ccc(Cl)cc2)n(C)c1=O	-32	i	10
COc1cccc(C(=O)Nc2cc(C)ccc2NC(=O)COc2ccccc2)c1	-24	i	10

The list continues.
Compound	OX1R antag-2	CHT allo act	OX1R antag-1
COC(=O)CCN(C(=O)C12CC3CC(CC(C3)C1)C2)c1ccccn1	-14	i	-2
CC(C)CC(C(=O)Nc1ccccc1)N1C(=O)C2C3C=CC(C3)C2C1=O (centres undefined)	-1	i	9
CC(Sc1nn(-c2ccccc2)c(=S)s1)C(=O)NCC1CCCO1 (centres undefined)	-13	.	5
Cc1ccc(C(=O)OCC(=O)Nc2c(Cl)cc(S(N)(=O)=O)cc2Cl)o1	-13	i	8
O=C(c1ccc2c(=O)n(Cc3ccccc3)c(=S)[nH]c2c1)N1CCOCC1	-5	i	7
CN(C(=O)c1cc2n(n1)C(C(F)(F)F)CC(c1ccco1)N2)c1ccc(OC(F)(F)F)cc1 (centres undefined)	-4	i	3
CCOc1ccc2nc(SCC(=O)NNC(=O)c3ccco3)c(C)cc2c1	-17	i	12
O=C(OC(C(=O)NCC1CCCO1)c1ccc(F)cc1)c1ccco1 (centres undefined)	-33	i	16
CC(OC(=O)C1=NNC(=O)CC1)C(=O)Nc1ncc(Cl)cc1Cl (centres undefined)	-20	i	14
CCOC(=O)c1c(C)c(C(=O)NCCCOC(C)C)c(C)n1C	-4	i	-1
COc1ccc(Nc2oc(COc3ccc(C)cc3)nc2C#N)cc1	13	i	30
COc1cccc(CC(=O)NC2CCCN(Cc3ccc(Cl)cc3)C2)c1 (centres undefined)	-36	i	21
COc1ccc2c(Cl)c(C(=O)NCCCn3ccnc3)sc2c1Cl	-31	i	13
CCCC(=O)NC(=S)NNC(=O)c1ccc([N+](=O)[O-])cc1	3	i	27
COc1ccccc1CN(CC(=O)NCc1ccco1)C(=O)CNS(=O)(=O)c1ccccc1	-9	i	16
CC1=NN(c2ccccc2)C(=O)C1N=Nc1ccc(N)cc1 (centres undefined)	-24	i	15
CC12CCC(C(=O)Nc3ncc([N+](=O)[O-])s3)(OC1=O)C2(C)C (centres undefined)	3	i	32
COc1cccc(NS(=O)(=O)c2cc3c(cc2C)NC(=O)CO3)c1	-13	i	9
Oc1cncc(-c2cccnc2)c1	-2	.	5
O=c1cc(CN2CCN(c3cccc(C(F)(F)F)c3)CC2)nc2sccn12	-1	i	12
O=C(NCc1ccccc1)c1ccc(F)c(S(=O)(=O)N2CCOCC2)c1	-24	i	11
CCOC(=O)c1c(C)nc2c(c1C)/C(=N/O)CC(C)(C)C2	-11	i	9
CCCc1nnc(NC(=O)CCS(=O)(=O)c2ccccc2)s1	-6	i	8
COc1cc([N+](=O)[O-])ccc1NC(=O)Cc1ccc(F)cc1	-12	i	18

Compounds from the list above that have bromine (five):
Compound	OX1R antag-2	CHT allo act	OX1R antag-1
COc1ccc(Br)c(C(=O)N(C)CC(=O)Nc2ccc(N3CCOCC3)cc2)c1	-11	i	10
O=C(COc1ccccc1Br)Nc1ccccc1C(F)(F)F	-35	i	12
Cn1nnnc1Sc1ncnc2scc(Br)c12	2	.	6
O=C(CNC(=O)c1ccccc1)OCc1cc(=O)n2cc(Br)ccc2n1	-35	i	43
Cc1ccc(NC(=O)COC(=O)Cc2cccs2)c(Br)c1	-7	i	17
